# Screening data from PubChem BioAssay.
# ARNT-TACC3 inh: disrupts binding between human ARNT and TACC3. Q9Y6A5. AlphaScreen His-ARNT PAS-B/GST-TACC3 binding, luminescence; TACC3 fragment carries E629A point mutation. inhibition, % at 9.99 µM. 390,000 compounds, 0.66% hits. AID 623870;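 active = mean inhibition of replicates at least 50% and at least half of replicates each reaching 50%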;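 also: 0% = complete ARNT plus TACC3 wells and 100% = ARNT alone without TACC3; many hits fall short of the cut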
# esBAF inh: inhibitors of esBAF chromatin remodeling in mouse ES cells | Bmi1-luciferase knock-in reporter, 24 h; 100% = twice the neutral-well signal | reporter increase, % at 12.5 µM | 350,000 compounds, 2% hits; in the data active = activation above about 40%;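 also: 0% = median of the plate's neutral control wells and 100% = double that signal; a rise in the Bmi1 reporter signal indicates esBAF inhibition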
# ERp5 inh: blocks human ERp5 reductase activity on insulin; Q15084; ERp5 insulin aggregation, absorbance 650 nm, 90 min; inhibition, % at 9.99 µM; 350,000 compounds, 0.05% hits; AID 651711;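 active = mean replicate inhibition above about 25%, with every replicate also reaching it, limit read from the data, passing the limit was not always enough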
# CASP6 VEID inh: caspase-6 (human) enzyme inhibition. 350,000 compounds, 0.53% hits. inhibition, % at 12.5 µM. P55212. purified caspase-6, Z-VEID-R110 cleavage fluorescence;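 active = mean inhibition across replicates at least about 35%, with every replicate also reaching that limit, limit read from the data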;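 also: 0% = median of neutral control wells and 100% = no fluorescence left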
# Target sequence (P55212 24-179 limits assumed): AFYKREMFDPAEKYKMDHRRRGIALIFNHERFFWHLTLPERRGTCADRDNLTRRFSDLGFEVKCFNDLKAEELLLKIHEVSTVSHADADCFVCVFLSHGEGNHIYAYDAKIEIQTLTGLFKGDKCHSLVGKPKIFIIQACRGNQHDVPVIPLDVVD
# Target sequence (P55212 194-293 limits assumed): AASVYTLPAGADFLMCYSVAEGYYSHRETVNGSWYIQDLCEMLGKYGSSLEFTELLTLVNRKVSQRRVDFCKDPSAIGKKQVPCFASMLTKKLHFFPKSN
# RAD52 inh: RAD52 (human) annealing inhibition; recombinant RAD52 DNA annealing, FRET fluorescence; 360,000 compounds, 0.46% hits; inhibition, % at 18.7 µM; AID 651710; P43351;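 active = every replicate showing at least 50% inhibition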
# Target sequence (P43351 whole entry, looked up): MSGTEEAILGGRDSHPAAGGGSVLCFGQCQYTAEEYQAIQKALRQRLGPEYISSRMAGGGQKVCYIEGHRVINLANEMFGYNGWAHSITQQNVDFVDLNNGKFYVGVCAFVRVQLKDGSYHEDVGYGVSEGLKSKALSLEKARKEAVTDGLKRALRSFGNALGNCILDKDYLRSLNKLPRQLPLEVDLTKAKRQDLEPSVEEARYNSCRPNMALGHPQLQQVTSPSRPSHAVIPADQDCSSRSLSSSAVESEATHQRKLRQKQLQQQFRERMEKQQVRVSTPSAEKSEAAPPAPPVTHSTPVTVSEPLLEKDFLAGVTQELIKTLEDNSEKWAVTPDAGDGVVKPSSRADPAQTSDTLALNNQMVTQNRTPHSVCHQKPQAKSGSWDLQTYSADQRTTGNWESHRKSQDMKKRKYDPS
# E-sel inducer: E-selectin induction on HUVECs; P16581; HUVEC E-selectin immunofluorescence imaging; normalized: neutral wells 0, TNF-alpha wells 100; activation, % at 7.58 µM; 260,000 compounds, 0.37% hits;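 active = mean E-selectin-positive cell signal at least 10% of the positive control, reached in at least 60% of replicates, without over 20% cell loss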;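 also: in these data hits start at about 27%; measured in HUVEC primary endothelial cells; signal is the percent of cells scored E-selectin positive by PE staining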
#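 Assay system: HUVEC, human umbilical vein endothelial cells / Amount: 3,000 HUVEC/well / Controls: TNF-alpha positive control, DMSO neutral control / Compound dosing: single concentration / Medium: EGM-2 over gelatin coat / Evaluation: percent E-selectin-positive cells / Signal: immunofluorescence imaging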
# RAD54 branch: RAD54 (human) branch migration inhibition. AID 602329. RAD54 Holliday junction branch migration, FAM/BHQ fluorescence. inhibition, % at 10.4 µM. 360,000 compounds, 0.14% hits. Q92698;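 active = mean normalized replicate activity at least 40 and at least half of replicates scoring 40 or more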;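 also: 0% = median of neutral control wells and 100% = median of positive control wells; inhibitors cause a drop in the FAM fluorescence signal; in these data hits start at about 50%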
# PglD inh: blocks C. jejuni PglD acetyltransferase activity. 360,000 compounds, 0.098% hits. inhibition, % at 12.5 µM. purified PglD enzyme, DTNB colorimetric CoA detection. AID 602405; in the data active = inhibition above about 16%, passing the limit was not always enough; also: strong numbers were not always called active
# * marks the source's active call; other numbers are inactive results; . = no result given; & = joins results of further samples.
SMILES,ARNT-TACC3 inh,esBAF inh,ERp5 inh,CASP6 VEID inh,RAD52 inh,E-sel inducer,RAD54 branch,PglD inh
COc1ccc(NC(=O)c2sccc2C)c([N+](=O)[O-])c1,-9,55*,.,.,.,.,-7,5
CCC(O)(CC)C(=O)N/N=C/c1cc(Br)cc(Br)c1O,6,-12,-3,-1,-8,.,-8,11
CCOc1ccc(-c2nnn(CC(=O)Nc3ccccc3OC)n2)cc1OCC,1,-8,.,.,.,.,0,2
O=C(N/C(=C\c1cccc([N+](=O)[O-])c1)C(=O)N1CCCCC1)c1cccs1,-83,-1,.,.,.,.,2,-1
CN(CC(=O)Nc1ccc(N2CCOCC2)cc1)CC(=O)Nc1ccc([N+](=O)[O-])cc1Br,2,.,2,3,-19,1.6,.,.
COc1ccc(NC(=O)Nc2ncccc2C)cc1,-1,37,0,-1,4,.,-1,2
COc1ccc(C(NC(=O)CN2C(=O)NC3(CCc4ccccc43)C2=O)c2ccc(OC)cc2)cc1 (stereo not given),5,0,-4,0,-11,0.0,-2,-6
O=C(N[C@@H]1CC[C@H](CCn2cc(-c3ccccc3)nn2)O[C@H]1CO)c1ccccc1F,1,14,-3,-2,-18,1.4,0,-5
COc1ccccc1-c1cccc([C@@H]2C[C@H]3[C@H](CON3C)CN2Cc2ccccc2)c1,-1,-6,3,-1,-7,1.5,-3,-1
C[C@@H]1CN([C@@H](C)CO)C(=O)c2cccc(NC(=O)c3cnccn3)c2O[C@@H]1CN(C)Cc1ccc(Oc2ccccc2)cc1,-3,-2,4,-1,6,0.1,0,-8
CCc1ccc(NC(=O)C(C)Sc2nc(-c3ccco3)c(C#N)c(=O)[nH]2)cc1 (stereo not given),.,-1,-14,46*,-96,.,0,12
Cc1nnc(NC(=O)CSc2nc3ccccc3o2)s1,-2,16,-6,1,-3,.,3,2
CSc1nnc(NC(=O)c2cccc(S(=O)(=O)N3CCOCC3)c2)s1,-6,8,-2,1,-1,0.9,2,0
Cc1cc(=O)[nH]c(N2CCCC2)n1,-5,-12,.,.,.,.,0,4
Cc1ccc(Oc2ccc(Cl)cc2NC(=O)c2ccc(F)cc2F)cc1,14,.,4,1,-2,0.0,3,-10
O=C1CCC(=O)N1c1ccc(S(=O)(=O)Nc2cccc([N+](=O)[O-])c2)cc1,-3,-7,-7,1,-15,-0.2,7,11
Cc1ccc(CNS(=O)(=O)c2ccc(-n3cccn3)cc2)cc1,.,9,1,-3,4,-0.2,6,-3
COc1cccc(NC(=O)C(OC(=O)c2ccc([N+](=O)[O-])o2)c2ccccc2)c1 (stereo not given),19,.,3,10,-13,.,.,.
CC1=C(C(=O)OCC(Cl)(Cl)Cl)N2C(=O)C(NC(=O)Cc3ccccc3)C2SC1 (stereo not given),.,.,1,7,-11,.,-6,-1
COc1cc(/C=N/NC(=O)c2cccc3ccccc23)cc(OC)c1O,7,-1,-3,4,-16,.,6,-6
Cc1cc(Br)cn2c(Cc3ccsc3)c(-c3ccccc3)nc12,.,-2,8,-1,-46,-0.1,-5,5
Cc1cc(C)c(C)c(S(=O)(=O)N2CCN(c3ccc(O)cc3)CC2)c1C,2,.,4,1,-75,.,.,.
COc1ccc(CN(C)C(=O)COC(=O)c2c(-c3ccccc3Cl)noc2C)cc1,-3,9,2,.,-35,.,-8,-3
O=C(Nc1ccc(F)cc1)c1oc2ccccc2c1NC(=O)C1CC1,-10,4,-6,-1,1,.,-1,3

# Laid out differently: results already given
# The line under a structure holds: ARNT-TACC3 inh	esBAF inh	ERp5 inh	CASP6 VEID inh	RAD52 inh	E-sel inducer	RAD54 branch	PglD inh
CSc1nnc(NC(=O)c2cccc(S(=O)(=O)N3CCOCC3)c2)s1
    -6	8	-2	1	-1	0.9	2	0
Cc1cc(=O)[nH]c(N2CCCC2)n1
    -5	-12	.	.	.	.	0	4

# (list continues)
SMILES,ARNT-TACC3 inh,esBAF inh,ERp5 inh,CASP6 VEID inh,RAD52 inh,E-sel inducer,RAD54 branch,PglD inh
CN(CC(=O)O)S(=O)(=O)c1ccc2oc3ccccc3c2c1,-10,0,2,-2,-18,.,6,6
O=C1CCCCC1(O)Cc1ccc2c(c1)OCO2 (stereo not given),2,-11,-4,-2,-18,-0.2,2,-3
CCOC(=O)C1CCC2(CC1)C(C#N)=C(N)Oc1n[nH]c(C)c12 (stereo not given),0,13,.,.,.,.,-1,-3
O=C(NC1CCC1)[C@H]1[C@H](CO)[C@H]2Cn3c(ccc(-c4ccccc4)c3=O)[C@@H]1N2,-2,1,-1,5,4,0.0,-2,1
C/C(=N\NC(=S)NCc1ccccc1)c1ccccc1,11,.,1,11,-4,.,-8,.
COc1ccc(S(=O)(=O)N(C)c2ccc(C(=O)NC3CC3)cc2)cc1,-7,5,-2,-1,-14,-0.2,3,-3
COCC#Cc1cnc2c(c1)C(=O)N([C@@H](C)CO)C[C@@H](C)[C@H](CN(C)C(=O)Nc1cc(F)ccc1F)O2,-6,-5,-3,0,-2,0.7,0,8
COc1cc(OC)cc(C(=O)NC(C)CCc2ccccc2)c1 (stereo not given),1,-1,-2,0,-10,4.4,4,-5
CCOc1ccc(CN2CCN(Cc3cccc4nonc34)CC2CCO)cc1 (stereo not given),-1,.,1,-2,-5,.,.,.
Cc1ccccc1N1C(=O)CC(c2c[nH]c3ccccc23)C1=O (stereo not given),8,.,2,22,-36,.,.,.
O=C1c2ccccc2C(Nc2ccc3nc(-c4cccnc4)[nH]c3c2)N1Cc1ccco1 (stereo not given),3,0,-9,2,-3,-0.1,-1,-3
O=C(O)CCn1nnc2ccccc21,-5,.,0,-4,0,3.8,13,-1
Cc1cc(=O)[nH]n(CCO)c1=O,-5,.,-1,-5,-17,0.0,.,.
COc1cccc(NC(=O)CSc2ccc(-c3sc(C)nc3C)nn2)c1,-12,0,-12,-4,0,-0.1,-15,-1
CC(=O)Nc1cccc(NC(=O)Nc2cccc(Cl)c2C)c1,.,.,-4,-3,5,0.4,.,.
COc1cccc(C(=O)NCCSc2ccc(Br)cc2)c1,-12,-4,3,2,-5,.,.,.
C/C=C/c1ccc([C@@H]2[C@@H](CN(CCC)C(C)=O)N(C(C)=O)[C@H]2CO)cc1,-4&-2,-2&5,0&-2,1&1,-20&-19,0.1,-5&1,-4&3
CCOC(=O)N1CCc2c(sc3nc[nH]c(=O)c23)C1,4,.,-2,4,-2,-0.1,.,.
CC(C)(C)c1ccc2c(c1)C(=O)c1ccccc1C2=O,.,-6,-7,-2,-18,.,-6,-5
Cc1c(Cl)cccc1NC(=O)CC1SC(=NCC2CCCO2)NC1=O (stereo not given),-8,.,-1,-1,-17,-0.2,.,.
Cc1cc(-c2nc3ncccc3o2)ccc1NC(=O)CC(C)C,-2,-23,5,0,-6,0.7,-12,-2
CC1=C(C(=O)N2CCOCC2)CC(CC(=O)NCCCCc2ccccc2)C(=O)N1Cc1ccc(C(C)(C)C)cc1 (stereo not given),.,0,5,-3,-2,-6.3,-3,1
COc1ccc(CN2C[C@H](O)COC[C@H]3O[C@@H](CC(=O)NCc4ccncn4)CC[C@@H]32)cc1,3,-3,-3,1,-4,0.1,-12,9
C[C@@H]1CN([C@@H](C)CO)C(=O)Cc2cc(NC(=O)Cc3ccccc3)ccc2O[C@@H]1CN(C)S(=O)(=O)c1cccs1,20,0,6,2,-9,0.0,-4,1

# Another view of part of the listing above:
# Below each SMILES: ARNT-TACC3 inh, esBAF inh, ERp5 inh, CASP6 VEID inh, RAD52 inh, E-sel inducer, RAD54 branch, PglD inh
O=C1c2ccccc2C(Nc2ccc3nc(-c4cccnc4)[nH]c3c2)N1Cc1ccco1 (stereo not given)
 : 3, 0, -9, 2, -3, -0.1, -1, -3
O=C(O)CCn1nnc2ccccc21
 : -5, ., 0, -4, 0, 3.8, 13, -1
Cc1cc(=O)[nH]n(CCO)c1=O
 : -5, ., -1, -5, -17, 0.0, ., .
COc1cccc(NC(=O)CSc2ccc(-c3sc(C)nc3C)nn2)c1
 : -12, 0, -12, -4, 0, -0.1, -15, -1
CC(=O)Nc1cccc(NC(=O)Nc2cccc(Cl)c2C)c1
 : ., ., -4, -3, 5, 0.4, ., .
COc1cccc(C(=O)NCCSc2ccc(Br)cc2)c1
 : -12, -4, 3, 2, -5, ., ., .
C/C=C/c1ccc([C@@H]2[C@@H](CN(CCC)C(C)=O)N(C(C)=O)[C@H]2CO)cc1
 : -4&-2, -2&5, 0&-2, 1&1, -20&-19, 0.1, -5&1, -4&3
CCOC(=O)N1CCc2c(sc3nc[nH]c(=O)c23)C1
 : 4, ., -2, 4, -2, -0.1, ., .
CC(C)(C)c1ccc2c(c1)C(=O)c1ccccc1C2=O
 : ., -6, -7, -2, -18, ., -6, -5
Cc1c(Cl)cccc1NC(=O)CC1SC(=NCC2CCCO2)NC1=O (stereo not given)
 : -8, ., -1, -1, -17, -0.2, ., .
Cc1cc(-c2nc3ncccc3o2)ccc1NC(=O)CC(C)C
 : -2, -23, 5, 0, -6, 0.7, -12, -2

# Further structures.
SMILES,ARNT-TACC3 inh,esBAF inh,ERp5 inh,CASP6 VEID inh,RAD52 inh,E-sel inducer,RAD54 branch,PglD inh
CCOc1ccc(C(=O)NC2CCN(C(=S)Nc3ccccc3C)CC2)cc1,-11,.,-5,0,-9,.,.,.
COc1ccc(CNC(=O)C2(CC3CC(c4ccccc4)=NO3)CCN(C(=O)CCCCCBr)CC2)cc1 (stereo not given),0,-3,.,.,.,-0.1,1,-3
Cc1cc(C)c(S(=O)(=O)NCc2ccc3c(c2)cc(C)n3C)c(C)c1,2,-7,0,-1,-5,.,0,-7
Brc1ccc(C2NCCS2)cc1 (stereo not given),2,-2,-1,6,-11,0.8,-5,1
CC(=O)c1sc(NC(=O)c2cccc(N3C(=O)CCC3=O)c2)nc1-c1ccccc1,-5,0,-1,-3,-9,.,8,-4
COc1ccc(CN(C)C[C@H]2Oc3ccc(NS(=O)(=O)c4ccc(C)cc4)cc3C(=O)N([C@@H](C)CO)C[C@H]2C)cc1,-11,2,3,-1,12,0.6,3,2
C[C@@H]1CN([C@H](C)CO)C(=O)c2cc(N(C)C)ccc2O[C@H]1CN(C)Cc1ccc(Cl)c(Cl)c1,38,-4,-3,1,-3,0.0,7,4
COc1ccc(-c2oc3c(c2C#CC(C)(C)O)C(OCCO)CC3)cc1 (stereo not given),.,.,-4,1,-15,-0.1,.,.
Cc1ccc(NC(=O)c2cccc(S(=O)(=O)N(C)C3CCCCC3)c2)nc1,2,1,0,2,-4,0.9,-7,7
COc1cc(C(=O)NCc2nnc(SCC(=O)NCc3ccco3)o2)cc(OC)c1OC,2,0,3,.,-3,.,-12,-1
CC1CCCC(C)N1C(=O)CSc1nnnn1-c1cccc2c1CCCC2 (stereo not given),.,.,-6,-1,-3,.,1,-3
CCS(=O)(=O)c1nc(S(=O)(=O)c2ccc(Cl)cc2)c(NCCOC)s1,-2,.,2,0,-13,3.6,.,.
CCOC(=O)c1nc(NCc2ccccc2)c2ccccc2n1,-1,.,1,-4,-33,.,.,.
O=C(Cc1ccccc1[N+](=O)[O-])NNC(=O)Nc1ccc2c(c1)OCO2,-4,-8,1,0,2,0.5,-5,-7
COc1ccc(NC(=S)Nc2ccccc2Cl)cn1,8,10,-8,9,-8,1.9,4,-7
CCC(=O)N1CCN(c2ccc(NC(=O)c3ccccc3)cc2)CC1,-3,.,-2,0,-32,4.8,.,.
CNC[C@@H]1Oc2ccc(NC(=O)C3CCCCC3)cc2CC(=O)N([C@@H](C)CO)C[C@@H]1C,-1,0,1,0,-1,0.1,6,10
CCOC(=O)C1CCCN(Cc2cccs2)C1 (stereo not given),-12,0,.,.,.,.,-5,5
O=S(=O)(Nc1ccc(Cl)cc1NS(=O)(=O)c1ccccc1)c1ccccc1,-7,-1,8,29,2,3.6,4,3
